BL2 CD40 inh – CD40 pathway inhibition in BL2 cells; 83,000 compounds, 0.94% hits; BL2 NF-kB luciferase reporter, CD40L-induced, 4 h; inhibition, % at 10 µM;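 active = mean inhibition of at least 50% with a set share of replicates also reaching that level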;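 also: 0% = neutral control wells and 100% = IKK inhibitor VII at 50 µM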
Starred values were filed as active, the others as inactive; & = joins results of further samples; [ ] = dose if it differs, or a comment. Some of the compounds tested, so the mix of outcomes need not match the whole.

SMILES	BL2 CD40 inh
O=C(Nc1ccc2c(c1)OCO2)N1CCN(Cc2ccco2)CC1	-23.1
COc1ccccc1CN1[C@H](CO)[C@H]2c3ccccc3N(C(=O)c3cccnc3)C[C@H]21	3.3[25 µM]
O=C(COC(=O)CCC1CCCC1)Nc1nc2c(F)c(F)c(F)cc2s1	6.6
CCCn1nc(C(=O)N2CCCc3ccccc32)c2ccccc2c1=O	3.9
C=CCn1c(-c2ccc(F)cc2)n[nH]c1=S	1.5
Cc1cccc(N2C(=O)C(CC(=O)Nc3cccc(F)c3)N(CCc3ccncc3)C2=O)c1 (stereo unspecified)	-3.8
COc1cccc(-c2ccc([C@@H]3[C@@H](CO)N4C(=O)CNC[C@H]34)cc2)c1	-12.0[25 µM]
CC1(C(=O)Nc2cccc3c2CCCC3)CCN1C(=O)CCC1CCCC1 (stereo unspecified)	-2.5
CC(C)C[C@H](NC(=O)CCn1nnc2ccccc2c1=O)C(=O)O	2.9
Cc1ccc(S(=O)(=O)N2[C@@H]3CNC[C@H]2C3c2ccc(-c3ccccc3C)cc2)cc1 (stereo partly specified)	0.1&1.3
Cc1ccc2c(CC(=O)N(C)c3c(N)n(Cc4ccccc4)c(=O)[nH]c3=O)coc2c1	6.9
CN(C)C(=O)COc1ncnc2sc(-c3ccccc3)cc12	-49.0
Cc1nc2ccc(NC(=S)N3CCCC3)cc2nc1C	-15.4
CN1C(=O)CC(C(=O)Nc2ccccc2F)SC1=Nc1ccc2c(c1)OCO2 (stereo unspecified)	9.1
COc1cc(-c2nc(-c3ccncc3)no2)cc(OC)c1OC	2.4
O=C(c1ccccc1)N1C[C@@H]2[C@H](c3ccccc31)[C@@H](CO)N2Cc1cc(F)ccc1F	13.4[25 µM]
O=C(COC(=O)c1cccc(S(=O)(=O)N2CCOCC2)c1)NCCc1ccccc1	14.2
C=CCOc1ccc2c(c1)CCC1C2CCC2(C)C(O)C(O)CC12 (stereo unspecified)	-110.7
C[C@@H]1CCCCO[C@H](CN(C)S(=O)(=O)c2cn(C)cn2)[C@H](C)CN([C@H](C)CO)C(=O)c2cc(N(C)C)ccc2O1	-5.9[25 µM]
NNC(=O)c1cccc(O)c1	-23.9
O=S(=O)(c1ccccc1)c1nc(-c2ccco2)oc1Nc1ccccc1	-36.2
COc1ccc(C2(c3ccc(OC)cc3)NC(=O)N(CC(=O)Nc3cc(C)on3)C2=O)cc1	3.2
O=C(Nc1ccc(S(=O)(=O)N2CCCC2)cc1)C1CC(=O)N(CCc2ccc(F)cc2)C1 (stereo unspecified)	-4.4
CS(=O)(=O)N1[C@H](C#N)[C@H](c2ccc(C#Cc3cccc(F)c3)cc2)[C@H]1CO	24.7[25 µM]
CN(C)S(=O)(=O)N1CCN(C(=O)c2cccc(Br)c2)CC1	5.5

The closing 5 entries of the section before are carried over, then new ones follow:
SMILES	BL2 CD40 inh
O=S(=O)(c1ccccc1)c1nc(-c2ccco2)oc1Nc1ccccc1	-36.2
COc1ccc(C2(c3ccc(OC)cc3)NC(=O)N(CC(=O)Nc3cc(C)on3)C2=O)cc1	3.2
O=C(Nc1ccc(S(=O)(=O)N2CCCC2)cc1)C1CC(=O)N(CCc2ccc(F)cc2)C1 (stereo unspecified)	-4.4
CS(=O)(=O)N1[C@H](C#N)[C@H](c2ccc(C#Cc3cccc(F)c3)cc2)[C@H]1CO	24.7[25 µM]
CN(C)S(=O)(=O)N1CCN(C(=O)c2cccc(Br)c2)CC1	5.5
O=C(Nc1ncc2c(n1)-c1ccccc1OC2)c1ccc(F)cc1	5.3
COC(=O)c1cc(S(=O)(=O)Nc2nn(C)c3ccccc23)oc1C	4.5
CCC1(c2ccc(Cl)cc2)NC(=O)N(CC(=O)N2CCN(C(=O)c3ccco3)CC2)C1=O (stereo unspecified)	14.6
Cc1ccc(OCc2cn3cccnc3n2)cc1	-45.5
CN1CCN(c2ccc(CNC(=O)C3Cc4c(-c5ccc6c(c5)OCO6)ccnc4O3)cc2)CC1 (stereo unspecified)	4.2
Cc1nc(-c2ccc(-n3nncc3-c3ccco3)cc2)cs1	-5.7
O=c1c2ccccc2oc2nc3n(c(=O)c12)CCCS3	-12.7
O=C(NC[C@@H]1N[C@@H](CO)[C@H]1c1ccc(-c2ccccc2F)cc1)c1ccccc1	-11.3
COc1cc(SC)ccc1C(=O)Nc1cccc(S(=O)(=O)NC2=NCCCCC2)c1	5.4
NC(=O)c1ccc(NC(=O)COc2cccc3c2CCNC3=O)cc1	-4.2
O=[N+]([O-])c1ccc(O)c(Nc2ncnc3ccccc23)c1	-0.3
O=C(CN1CCN(c2ncccn2)CC1)N1CCCC1	12.6
CN(C)CC(C)(C)CNS(=O)(=O)c1ccc(Cl)s1	7.3
COc1ccc(CNC(=O)Cn2nc(C(F)(F)F)c3c2CCC3)cc1	17.9
CN(CC(=O)NCc1cccs1)S(=O)(=O)c1cccc2nsnc12	2.9
COC(=O)C1=C(C)NC(=O)CC1c1cccc(OC)c1OC (stereo unspecified)	1.6
Cc1c(N(C)S(=O)(=O)c2cc(C(=O)NCC3CCCO3)ccc2Cl)c(=O)n(-c2ccccc2)n1C (stereo unspecified)	-7.3
COc1ccc(/C=C/c2cc(O)cc(O[C@@H]3O[C@H](CO)[C@@H](O)[C@H](O)[C@H]3O)c2)cc1	-11.2[25 µM]
c1ccc2cc(C3=NCCN3)ncc2c1	-3.4[25 µM]
O=C(CCN1C(=O)c2ccccc2S1(=O)=O)Nc1ccc(F)c([N+](=O)[O-])c1	-2.2
NS(=O)(=O)c1ccc(CCNC(=O)CSCC(=O)Nc2ccc(Cl)cc2)cc1	0.7
CCc1cnc(N2[C@@H](C#N)[C@H](c3ccc(C4=CCCC4)cc3)[C@@H]2CO)s1	-8.4
Cn1c(SCc2nnc3n2CCCCC3)nc2ccccc21	0.7
COc1ccc(S(=O)(=O)N(C)C[C@@H]2OCc3ccccc3-c3c(n(C)c4ccccc34)C(=O)N([C@@H](C)CO)C[C@@H]2C)cc1	-4.4
CC(C)(C)C(=O)Nc1cccc2[nH]ncc12	10.8

Compounds above with a cyano group (2):
SMILES	BL2 CD40 inh
CS(=O)(=O)N1[C@H](C#N)[C@H](c2ccc(C#Cc3cccc(F)c3)cc2)[C@H]1CO	24.7[25 µM]
CCc1cnc(N2[C@@H](C#N)[C@H](c3ccc(C4=CCCC4)cc3)[C@@H]2CO)s1	-8.4

(next part)
SMILES	BL2 CD40 inh
COCCNC(=O)C1CCCN(C(=O)C2(c3ccc(Cl)cc3)CCCC2)CC1 (stereo unspecified)	-3.9
COc1ccc(C(=O)NCC(=O)NCCc2c[nH]c3ccccc23)cc1OC	16.8
COc1ccc(/C=N/NC(=O)CCc2nc3ccccc3[nH]2)cc1	-5.1
Cc1cc(C(=O)N/N=C/c2c(C)nn(-c3ccccc3)c2C)n[nH]1	-24.4
C[C@H](CO)N1C[C@H](C)[C@H](CN(C)C)Oc2ccc(NC(=O)NC3CCCCC3)cc2CC1=O	0.8
CN(C)C(CNC(=O)C1CCCN1C(=O)c1cccs1)c1ccccc1 (stereo unspecified)	6.3
Cn1c(=O)c2c(nc(CCC3CCCC3)n2C)n(C)c1=O	-3.7
O=C(NN1C(=O)C2C3C=CC(C3)C2C1=O)C(O)c1ccccc1 (stereo unspecified)	4.2
Cn1c(=NC(=O)CCS(=O)(=O)c2ccccc2)sc2cc(F)ccc21	22.9
CCS(=O)(=O)Nc1ccc2c(c1)C(=O)N(C)[C@@H]1CC[C@@H](CC(=O)NCCCN3CCOCC3)O[C@@H]1CO2	-5.6[25 µM]
CN(C)CC#Cc1ccc([C@@H]2[C@H](CO)N3CCCCN(C(=O)Nc4cc(F)ccc4F)C[C@@H]23)cc1	-12.6[25 µM]
Cc1ccnn1-c1ccc(C(=O)OCC(=O)Nc2ccc(F)cc2)cc1	-17.6
CC(C)NC(=O)N[C@H]1CC[C@H](CC(=O)NCCCN(C)C)O[C@@H]1CO	2.6[25 µM]
CCN(CC)C(=O)c1sc(N)c(C#N)c1C	9.5
O=C1CC(C(=O)Nc2ccccc2)S/C(=N\N=C\c2ccco2)N1 (stereo unspecified)	1.5
COCCNC(=S)N(CCc1c(C)[nH]c2ccc(C)cc12)Cc1ccco1	5.0
O=C1NC(Cc2cccc(Cl)c2)COCc2cnnn2CCC1c1ccccc1 (stereo unspecified)	5.6[25 µM]
Cc1cc(C(=O)Nc2cccnc2)cs1	-10.0
O=C(CSc1nc(-c2ccc(F)cc2)nc2c1Cc1ccccc1O2)Nc1ccc(C(=O)O)cc1	4.1
CCOC(=O)C1(Cc2ccc(OC)cc2)CCN(C(=O)C2=CCCC2)CC1	-11.3
O=C(O)c1cc(Cl)ccc1OS(=O)(=O)c1ccc(Cl)s1	3.7
CC(C)CN(C(=O)c1ccc(-n2cncn2)c([N+](=O)[O-])c1)C1CCS(=O)(=O)C1 (stereo unspecified)	5.6
CCOc1ccc2nc(NC3=NC(c4ccc(OC)cc4)CC(=O)N3)nc(C)c2c1 (stereo unspecified)	5.8
O=C(NCCCSc1ccccc1)c1cccnc1	-2.1
C/C=C/c1ccccc1[C@H]1[C@@H](C#N)N(S(=O)(=O)c2cccc(F)c2)[C@H]1CO	-5.1[25 µM]

The listing continues:
SMILES	BL2 CD40 inh
CCCCNC(=O)C1CCN(S(=O)(=O)N2CCOCC2)CC1	7.6
Cc1cc(C)cc(-c2nnc(SCc3ccc(C(=O)O)cc3)o2)c1	-3.7
Cc1cc(C(=O)N2CCC(C)CC2)on1	7.4
CS(=O)(=O)c1ccccc1C(=O)Nc1ccc(-c2nc3ccccc3o2)cc1	-93.6
COC(=O)c1cscc1NC(C)=O	12.9
CCC1CCc2sc(C(=O)NC3CCN(Cc4ccccc4)CC3)cc2C1 (stereo unspecified)	2.2
CCOC(=O)C1(CCCc2ccccc2)CCN(C(=O)C2CCCN(C(N)=O)C2)CC1 (stereo unspecified)	3.4
COc1ccc2c3c([nH]c2c1)[C@@H](CO)N(C(=O)Nc1ccc(F)cc1)CC31CN(S(=O)(=O)c2ccc(C)cc2)C1	-20.7[25 µM]
Cc1nccc(-c2ccc(-n3cnc4ccccc43)cc2)n1	-40.0
COc1ccc2c3c(n(C)c2c1)[C@@H](CO)N(Cc1ccc(Cl)cc1)CC31CN(C(=O)NC(C)C)C1	12.5[25 µM]
O=C(Nc1ccc(C(=O)N2CCOCC2)cc1)Nc1cccc2ccccc12	-2.6
Cc1nn(CCc2nn[nH]n2)c2nc(-c3ccccc3)cc(C(F)(F)F)c12	9.4
CCN(Cc1ccccc1)C(=O)Cn1c(C(C)O)nc2ccccc21 (stereo unspecified)	9.0
CCN(CC)C(=O)Cn1cc([N+](=O)[O-])cc1[N+](=O)[O-]	0.3
O=C(Nc1ccc2oc(-c3ccncc3)nc2c1)c1ccc2c(c1)OCCO2	6.5
CC1C(=O)C(C)C(c2ccc(O)cc2)NC1c1ccc(O)cc1 (stereo unspecified)	8.5
CCOC(=O)C1CCN(C(=O)c2cc3c(ccc4ccccc43)o2)CC1	-127.4
COc1ccc(S(=O)(=O)N2CCCCC2)cc1-n1cnnn1	1.3
CC(C)CNc1ncnc2c1ncn2[C@H]1CN(Cc2ccc(Cl)cc2)C[C@@H](CO)O1	-7.6
CC(=O)N1[C@@H]2c3ccc(C4=CCCC4)c(=O)n3C[C@H]1[C@H](CO)[C@H]2C(=O)NC1CCC1	5.4
Cn1c(NCc2cccnc2)nc2cc(-c3ccc(F)cc3)sc2c1=O	-57.9
CCSc1nnc(NC(=O)c2ccc3nc[nH]c3c2)s1	-27.6
COc1ccc(NC(=O)COc2ccc(N(C)S(=O)(=O)c3ccc(C)cc3)cc2)cc1	7.7
O=C(C1CCCCN1S(=O)(=O)c1ccccc1)N1CCN(Cc2ccccc2)CC1 (stereo unspecified)	2.9
CC(C)Cc1nc2oc3c(NCCCN4CCOCC4)ncnc3c2c2c1CCC2	19.7

In another format: entries from further up
| Structure | BL2 CD40 inh |
| --- | --- |
| COc1ccc2c3c([nH]c2c1)[C@@H](CO)N(C(=O)Nc1ccc(F)cc1)CC31CN(S(=O)(=O)c2ccc(C)cc2)C1 | -20.7[25 µM] |
| Cc1nccc(-c2ccc(-n3cnc4ccccc43)cc2)n1 | -40.0 |

The list continues:
SMILES	BL2 CD40 inh
COCCN1CN=C(Nc2nc3ccccc3s2)NC1	-27.3
O=C(CCCCCn1nnc2ccccc2c1=O)N[C@H](C(=O)O)c1ccccc1	9.2
O=S(=O)(c1ccccc1F)N1[C@@H]2CNC[C@H]1C2c1ccc(/C=C/c2ccccc2)cc1 (stereo partly specified)	-13.9&-26.0[25 µM]
O=C(NCC[C@H]1CC[C@@H](NS(=O)(=O)Cc2ccccc2)[C@H](CO)O1)C1CCCCC1	-1.8[25 µM]
O=C(CCc1c[nH]c2ccccc12)N1CCN(c2ccc(F)cc2)CC1	26.9
O=C(NCCCN1CCOCC1)[C@H]1[C@H](CO)[C@H]2Cn3c(ccc(C4=CCCCC4)c3=O)[C@@H]1N2	-10.1[25 µM]
O=C(Nc1ccccc1Oc1ccccc1)c1cccs1	4.3
CCNc1nc(NCC)n2c(SCC(=O)Nc3ccccc3C(F)(F)F)nnc2n1	-3.6
O=S(=O)(c1ccc(F)cc1)N1CC[C@@H]2[C@H]1c1cc(Br)ccc1N[C@@H]2CO	3.3
CN1C(=O)c2cc(NC(=O)C3CCC3)ccc2OC[C@H]2O[C@@H](CC(=O)NCCc3ccncc3)CC[C@@H]21	1.3
Cc1cccc2c1OCC/C2=N\NC(=O)COc1ccccc1	-58.7
Cc1c(C(=O)N2CCN(Cc3cccs3)CC2)oc2ccccc12	-2.2
CCC1(CC)C(=O)NC(=S)N=C1N	7.7
Cc1cc(C(=O)CN2C(=O)NC3(CCCCC3C)C2=O)c(C)n1Cc1cccs1 (stereo unspecified)	-17.9
CCC(=O)N1[C@H](CO)[C@H](c2ccccc2)[C@@H]1CN(C(C)C)S(C)(=O)=O	5.1[25 µM]
COc1ccc(C2CC2/C(C)=N/OC(=O)C2CC2)cc1 (stereo unspecified)	-9.4
Cc1noc(C)c1C(=O)OCC(=O)NCCc1ccccc1	9.2
COCC#Cc1ccc([C@@H]2[C@H](C#N)N(C(=O)c3cccnc3)[C@H]2CO)cc1	-17.3[25 µM]
COc1ccc(N2CCN(C(=O)COC(=O)CCOc3cc(C)ccc3C)CC2)cc1	-1.0

An excerpt from further up, as a working copy:
SMILES	BL2 CD40 inh
COCC#Cc1ccc([C@@H]2[C@H](C#N)N(C(=O)c3cccnc3)[C@H]2CO)cc1	-17.3[25 µM]
COc1ccc(N2CCN(C(=O)COC(=O)CCOc3cc(C)ccc3C)CC2)cc1	-1.0

Assay outcomes (PubChem BioAssay)
